ELG1 genotox: inducers of genotoxicity in HEK293T ELG1-luciferase cells; Potency, µM (top dose mostly 46 µM), for the others: at the highest dose activity change, positive = activation, most hits filed as activators; AID 504466; hit rate 1.3% among 330,000; HEK293T ELG1-luciferase reporter, luminescence, 16 h; further: % of control where 0% means no effect; nearly all actives have a fitted effect of over 60% in size
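HEK293T cells expressing luciferase-tagged ELG1 were treated with compound or DMSO for 16 hr at 37°C. Luciferase activity was then read after 30 min with ONE-Glo at room temperature; rising signal flags genetic stress.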
uPA surface inh: inhibitors of cell surface uPA generation | AID 540303 | hit rate 0.31% among 330,000 | Potency, µM (titrated, usually from 38.3 µM), for the others: at the top dose activity change, negative = inhibition, actives largely listed as inhibitors | cell surface uPA generation assay, qHTS; active means well fitted inhibition curve with a large enough effect; inconclusive means small, poorly fitted or top-dose-only effect; inactive means no such curve, though single readings can be large or run the other way; tested in mouse RAW 264.7 cells; further: on the % scale 0 is the no-effect control and ±100 the full control effect; nearly all actives have a fitted effect of over 55% in size
FLuc modulator: inhibits or activates purified firefly luciferase, miR-21 counter-screen; P08659; purified FLuc, Km substrates, luminescence inhibition; Potency, µM (top dose mostly 57.5 µM), for the others: top-dose activity change, negative = inhibition, actives largely listed as inhibitors; hit rate 6.9% among 360,000;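 further: plate controls were vehicle for no effect and reference inhibitor for full effect; nearly all actives have a fitted effect of over 55% in size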
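Purified P. pyralis luciferase (10nM final) with 10uM D-luciferin and 10uM ATP (Km levels) in 50mM Tris acetate pH 7.5, 10mM Mg acetate, 0.01% Tween-20, 0.05% BSA; qHTS 6-point titration, ~60 µM downward; luminescence read.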
VP16 counter: inhibits Gal4-VP16 luciferase reporter, ROR gamma counter-screen; Drosophila S2 Gal4-VP16 UAS-luciferase, luminescence, 20 h; Potency, µM (top dose mostly 53.6 µM), without a hit: top-dose activity, negative = inhibition, usual class: inhibitors; hit rate 3.5% among 310,000; AID 2546;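 further: Gal4-VP16 expression switched on by copper sulfate through the metallothionein promoter; on the % scale 0 is the no-effect control and ±100 the full control effect; nearly all actives have a fitted effect of over 50% in size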
MBNL1-CUG inh: inhibitors of human MBNL1 binding to CUG repeat RNA | Q9NR56 | TR-FRET MBNL1-His/biotin-(CUG)12 binding, 665/545 ratio | Potency, µM (highest dose often 57.5 µM), without a hit: top-dose activity change, negative = inhibition, usual class: inhibitors | hit rate 0.036% among 280,000 | AID 2675; active means well fitted inhibition curve with a large enough effect in the signal ratio, with a control signal flat, not every such curve was filed as active; inconclusive means small, poorly fitted or top-dose-only effect, or effect the other way, or a change in a side signal; inactive means no such curve, though single readings can be large or run the other way; the % refers to the signal ratio; further: on the % scale 0 is the no-effect control and ±100 the full control effect
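TR-FRET between His-tagged MBNL1 and biotin-(CUG)12 RNA, detected with Tb anti-His antibody (0.055 ng/ul) and streptavidin-XL665 (5 nM), 60 min at room temperature. Compounds titrated 92 nM to 58 uM; 665/545 nm ratio normalized to buffer and complex controls.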
NPC1 prom act: NPC1 promoter activation; Huh7 NPC1 promoter luciferase reporter, 24 h; Potency, µM (doses to about 9.22 µM), for inactives: at the highest dose activation, usual class: activators; hit rate 2.4% among 320,000;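 further: % of control where 0% means no effect; nearly all actives have a fitted effect of over 60% in size; reporter is driven by a mutant NPC1 promoter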
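Readout is luciferase luminescence, reflecting NPC1 promoter activation in stably transfected Huh7 cells after 24 h compound exposure at 37 °C in reduced-serum medium with 10% FBS.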
BRCA1 expr act: increases BRCA1 expression; AID 624202; hit rate 1.1% among 380,000; Potency, µM (doses to about 46.1 µM), for the others: at the highest dose activation, most hits filed as activators; MCF7-BRCA1-FFLuc reporter, luminescence, 48 h; response scale: scaled: vehicle 0%, 10 µM genistein 100%; further: nearly all actives have a fitted effect of over 80% in size; some results filed as inactive show a strong effect at the top dose
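Luminescence from a BRCA1-driven firefly luciferase in MCF7 cells was the read-out, taken 15 min after substrate addition following 48 h compound exposure at 37 °C. Data were normalized to a 10 microM genistein control and DMSO vehicle.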
Rab9 prom act: activates the Rab9 promoter; Huh7 Rab9 promoter-luciferase reporter, luminescence, 24 h; Potency, µM (doses to about 9.22 µM), without a hit: at the highest dose activation, negative = inhibition, hits mostly activators; hit rate 2.8% among 320,000; further: % of control where 0% means no effect; nearly all actives have a fitted effect of over 60% in size
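Luminescence read-out: Huh7 cells stably expressing Rab9-luciferase, treated 24 h with compound at 37 °C, then lysed with luciferase reagent for 10 min at ambient before reading.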
p53 reactivation: restores transcriptional activity of mutant p53 | Potency, µM (titrated, usually from 92.2 µM), inactives show top-dose activity change, positive = activation, usual class: activators | hit rate 0.063% among 320,000 | H1299 p53-A138V BP100-luciferase reporter, luminescence, 24 h | AID 504706; further: % of control where 0% means no effect; nearly all actives have a fitted effect of over 45% in size
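H1299 (p53-null), stable ts p53-A138V + BP100-Luc; 1000 cells/well, Opti-MEM/10% FBS; cpd 4 pt, 1:5; 24 h, 37 deg C, 5% CO2; detection reagent 10 min RT; luminescence.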
RORg inh: inhibitors of mouse ROR gamma transcriptional activity; P51450; Potency, µM (top dose mostly 53.6 µM), for inactives: top-dose activity change, negative = inhibition, most hits filed as inhibitors; Drosophila S2 Gal4-RORgamma UAS-luciferase reporter, 20 h; hit rate 5.4% among 310,000; further: on the % scale 0 is the no-effect control and ±100 the full control effect; nearly all actives have a fitted effect of over 60% in size
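Stably transfected Drosophila Schneider cells are the test system, with ROR gamma fused to Gal4 and luciferase under UAS control; luminescence is read after 20 hr of 700 uM copper sulfate induction at ambient temperature.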
CXXC DNA block: inhibitors of human MLL CXXC domain-DNA interaction; AID 2662; Potency, µM (series often up to 115 µM), without a hit: at the highest dose activity change, negative = inhibition, hits mostly inhibitors; MLL-CXXC / FITC-HOXA9 DNA fluorescence polarization; hit rate 0.037% among 290,000; active means well fitted inhibition curve with a large enough effect in the polarisation, with a control signal flat, not every such curve was filed as active; inconclusive means small, poorly fitted or top-dose-only effect, or effect the other way, or a change in a side signal; inactive means no such curve, though single readings can be large or run the other way; the % refers to the polarisation
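Fluorescence polarization: 7 uM MLL-CXXC (stock) preincubated 5 min with compounds, then 50 nM fluorescein-HOX-A9 DNA (stock) added; 30 min ambient. Buffer 50 mM Tris-HCl pH 7.5, 50 mM NaCl, 1 mM DTT, 0.05% BSA.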
The depositor's hits bear a star; u = inconclusive; x = not tested or not shown; [ ] = remark or other dose. Unless noted, the call rests on the fitted dose curve; in most records, active means well fitted curve in the direction sought with a large enough effect; inconclusive means small, poorly fitted or top-dose-only effect, or another doubt; inactive means no such curve, though single readings can be large; an effect the other way counts as inactive or inconclusive. Potency means the concentration at half of the fitted maximal effect. The list is partial; rates above refer to the full screens.

#1 C/C(=N\NC(=O)c1ccccc1O)c1ccc(NC(=O)Cc2ccccc2)cc1
#2 CCn1cc(C(=O)N2CC(C)CC(C)C2)c(=O)c2cc(S(=O)(=O)N3CCOCC3)ccc21 (configuration not stated)
#3 CC(=O)c1c(C)oc2ccc(N(C(C)=O)S(=O)(=O)c3cccc([N+](=O)[O-])c3)cc12
#4 C/C(=N\NC(=O)c1cc(-c2ccccc2C)nc2ccccc12)c1cccnc1
#5 CCCn1c(=O)c2[nH]c(-c3ccc(OCC(=O)Nc4ccc(C#N)cc4)cc3)nc2n(CCC)c1=O
#6 Cc1cc(C(=O)NCCc2ccc(Cl)cc2)n(-c2ccccc2)n1
#7 CCCCN(C(=O)c1ccc(Cl)c(S(=O)(=O)N2CCOCC2)c1)c1c(N)n(CCC)c(=O)[nH]c1=O
#8 COc1ccc(C(CNC(=O)c2cccnc2SC)N2CCOCC2)cc1 (configuration not stated)
#9 O=C(Nc1ccc(O)cc1)c1ccc2c(c1)C(=O)N(Cc1ccccc1)C2=O
#10 CC(=O)c1ccc(Nc2cc(C)nc3c(C)cccc23)cc1
screen / no.,1,2,3,4,5,6,7,8,9,10
ELG1 genotox,9%,2%,-15%,1%,-25%,-1%,4%,-3%,1%,x
uPA surface inh,2%,0%,11%,10%,4%,-2%,-9%,-4%,-3%,u
FLuc modulator,-19%,-3%,0%,8%,u,-1%,-2%,0%,2%,-2%
VP16 counter,-9%,-5%,-8%,-9%,-2%,-10%,-7%,-10%,-9%,u
MBNL1-CUG inh,-1%,4%,11%,4%,x,-8%,2%,2%,u,4%
NPC1 prom act,7%,-1%,0%,1%,3%,3%,-5%,-1%,-9%,-4%
BRCA1 expr act,u,0%,-39%,-10%,0%,-2%,1%,0%,-8%,u
Rab9 prom act,11%,-6%,2%,3%,9%,13%,-4%,-3%,-1%,-2%
p53 reactivation,u,2%,-4%,-14%,-10%,-7%,-2%,-2%,4%,x
RORg inh,u,4%,31%,u,0%,26%,14%,-15%,u,u
CXXC DNA block,5%,0%,7%,-3%,2%,4%,-26%,8%,2%,u

#11 COc1cccc(OC)c1C(=O)NCCN1CCN(C(=O)c2c(OC)cccc2OC)CC1
#12 O=C(CNC(=O)N1CC(=O)Nc2ccccc21)Nc1nccs1
#13 Cc1cc(NC(=O)CSc2nnc(-c3ccco3)n2CC2CCCO2)no1 (configuration not stated)
#14 O=C(/C=C/c1ccco1)NC(=S)Nc1nc(-c2ccc3ccccc3c2)cs1
#15 CN(Cc1ccc(-n2cccn2)cc1)C(=O)c1cnn2c1NC(c1ccco1)CC2C(F)(F)F (configuration not stated)
#16 CCN1C(=O)N[C@@H](CCc2ccccc2)[C@@H](C(=O)OC)[C@H]1C
#17 COc1cc(/C=C2/NC(=O)N(Cc3ccccc3F)C2=O)ccc1Oc1ccc([N+](=O)[O-])cn1
#18 CCS(=O)(=O)N1Cc2ccccc2CC1C(=O)OCC(=O)Nc1ccc(C)cc1 (configuration not stated)
#19 COc1ccc(C(=O)Nn2c(SCC(=O)NCc3ccccc3)nc3ccccc3c2=O)cc1
#20 CCC1CCC/C1=N\NC(=O)c1ccoc1C (configuration not stated)
screen / no.,11,12,13,14,15,16,17,18,19,20
ELG1 genotox,-1%,-1%,2%,15%,-16%,2%,7%,2%,0.082µM*,7%
uPA surface inh,3%,10%,x,-11%,-7%,0%,-3%,1%,-10%,-9%
FLuc modulator,4%[2.3 µM],0%,1%,1%,14%,-1%,-1%,-13%,2.7µM*,-2%
VP16 counter,3%,2%,3%,u,-15%,12%,-19%,-6%,3%,30%
MBNL1-CUG inh,-2%,-11%,-2%,2%,-2%,2%,x,5%,-13%,2%
NPC1 prom act,7%,-5%,-2%,-21%,-3%,-4%,-3%,3%,0.4µM*,5%
BRCA1 expr act,-3%,-28%,-27%,-42%,-54%,-19%,-18%,-11%,-44%,u
Rab9 prom act,8%,-5%,12%,-29%,-45%[inhibitor],-3%,-18%,8%,0.13µM*,-3%
p53 reactivation,-5%,0%,-24%,21%,-14%,-1%,1%,-1%,-2%,21%
RORg inh,11%,-20%,11%,7.9µM*,-10%,-4%,33%,u,10µM*,-12%
CXXC DNA block,-3%,12%,10%,5%,14%,-1%,0%,-2%,-4%,-3%

#21 CCCc1nc2ccccc2c(=O)n1/N=C/c1ccc(O)cc1O
#22 COc1ccc(/C=N/N2CCN(c3ccccc3)CC2)cc1Br
#23 O=C(OCc1ccc(Cl)cc1)c1cnccn1
#24 COc1ccc(-c2n[nH]c(=S)n2Cc2ccccc2)cc1
#25 CC(C)N(C(=O)Cn1cc(S(=O)(=O)CC(=O)NC2CCCCC2)c2ccccc21)C(C)C
#26 CCOc1ccc(CNc2nc3ccccc3n2C)cc1
#27 CCCC(=O)Nc1cccc(Oc2ccc3c(c2)C(=O)NC3=O)c1
#28 N#Cc1ccc(COC(=O)c2cc(=O)c3ccccc3o2)cc1
#29 CCOc1ccc(CCNC(=O)COC(=O)COc2ccc(Br)cc2)cc1OCC
#30 O=C(N1CCOCC1)C12CC3CC(C1)CC(c1ccccc1)(C3)C2
screen / no.,21,22,23,24,25,26,27,28,29,30
ELG1 genotox,-10%,-3%,-1%,-1%,-1%,u,0%,-1%,0%,-2%
uPA surface inh,-11%,u,5%,2%,10%,u,1%,-6%,-4%,2%
FLuc modulator,0%,-2%,-4%,2%,6%,12µM*,u,-6%,-1%,2%
VP16 counter,20µM*,3%,8%,7.1µM*,5%,-6%,2%,12%,-3%,-8%
MBNL1-CUG inh,6%,-2%,-12%,-8%,2%,1%,u,x,7%,-2%
NPC1 prom act,-16%,1%,4%,-4%,-1%,3.2µM*,1%,4%,1%,0%
BRCA1 expr act,-37%,2%,6%,-9%,6%,u,0%,-20%,-16%,1%[1.84 µM]
Rab9 prom act,1%,-1%,6%,0%,4%,2µM*,0%,15%,3%,-3%
p53 reactivation,2%,x,2%,-2%,-1%,u,5%,4%,2%,-15%
RORg inh,u,-22%,17%,7.9µM*,22%,33%[1.91 µM],35%,7%,15%,-1%
CXXC DNA block,4%,11%,6%,2%,8%,-6%,-4%,1%,-4%,1%

#31 CCCCc1nc2ccccc2c(NC(=O)CN(CC)CC)c1CCC
#32 CC1=C(C(=O)Nc2cc(C(=O)NCCCOC(C)C)ccc2C)SCCO1
#33 Cc1cc(Cl)c(C)c(S(=O)(=O)N2CCN(C(=O)C3CCCO3)CC2)c1Cl (configuration not stated)
#34 O=C(NN=C1CCCC1)c1ccc(Br)cc1
#35 O=C(Cn1cnc2ccccc21)OCC(=O)N1CCc2ccccc2C1
#36 Cc1ccc(S(=O)(=O)CCC(=O)N2CCN(c3ccc([N+](=O)[O-])cc3)CC2)cc1
screen / no.,31,32,33,34,35,36
ELG1 genotox,-8%,2%,11%,2%,-7%,-1%[9.26 µM]
uPA surface inh,4%,5%,1%,3%,-2%,7%
FLuc modulator,2%,-4%,4%,-13%,-1%,-4%
VP16 counter,-3%,-4%,x,-4%,-7%,u
MBNL1-CUG inh,-10%,-3%,x,-2%,-3%,10%
NPC1 prom act,-3%,-1%,-1%,7%,8%,-4%
BRCA1 expr act,-32%,-11%,-5%,-17%,-3%,-14%
Rab9 prom act,8%,0%,0%,3%,11%,-1%
p53 reactivation,1%,2%,-2%,x,-4%,-3%
RORg inh,2%,-1%,x,u,-6%,u
CXXC DNA block,13%,7%,x,-2%,8%,2%

Fetched one by one from above, two records:
#36 Cc1ccc(S(=O)(=O)CCC(=O)N2CCN(c3ccc([N+](=O)[O-])cc3)CC2)cc1
#32 CC1=C(C(=O)Nc2cc(C(=O)NCCCOC(C)C)ccc2C)SCCO1
screen / no.,36,32
ELG1 genotox,-1%[9.26 µM],2%
uPA surface inh,7%,5%
FLuc modulator,-4%,-4%
VP16 counter,u,-4%
MBNL1-CUG inh,10%,-3%
NPC1 prom act,-4%,-1%
BRCA1 expr act,-14%,-11%
Rab9 prom act,-1%,0%
p53 reactivation,-3%,2%
RORg inh,u,-1%
CXXC DNA block,2%,7%
